Assay outcomes from PubChem.
Mtb BioA inh: blocks M. tuberculosis BioA enzyme activity; AID 602481; inhibition, % at 9.99 µM; purified M. tuberculosis BioA enzyme, plate reader; 0.096% of 360,000 active; in the data active means inhibition above about 40%
* hit, by the source's call.

SMILES	Mtb BioA inh
Cc1ccc(S(=O)(=O)N(C)C[C@@H]2Oc3ccc(NC(=O)CCCN(C)C)cc3C(=O)N([C@H](C)CO)C[C@@H]2C)cc1	-0.5
COc1ccc(-c2ccc3c(c2)O[C@@H](CN(C)C)[C@@H](C)CN([C@@H](C)CO)S3(=O)=O)cc1	0.4
C/C=C/c1ccc([C@@H]2[C@@H](CO)N(Cc3ccccn3)[C@H]2CNC(C)=O)cc1	-2.1
CC(=O)Nc1ccc2c(c1)C(=O)N(C)[C@H]1CC[C@H](CC(=O)NCC3CCCCC3)O[C@@H]1CO2	12
C[C@@H]1CN([C@H](C)CO)S(=O)(=O)c2ccc(C#CCC3CCCC3)cc2O[C@H]1CN(C)Cc1ccc(C(=O)O)cc1	1.7
CO[C@@H]1CN(C)C(=O)c2cc(NS(C)(=O)=O)ccc2OC[C@@H](C)N(C(=O)C2CCC2)C[C@@H]1C	-0.9
C[C@@H]1CN([C@H](C)CO)S(=O)(=O)c2ccc(C#CC3CCCCC3)cc2O[C@H]1CN(C)Cc1cccnc1	0.2
Cc1ccc(S(=O)(=O)Nc2ccc3c(c2)CC(=O)N([C@@H](C)CO)C[C@H](C)[C@@H](CN(C)S(=O)(=O)c2cccs2)O3)cc1	-3.0
C[C@H]1CN([C@@H](C)CO)C(=O)c2cc(-c3cccnc3)cnc2O[C@H]1CN(C)Cc1ccc(-c2ccccc2)cc1	4.2
Cc1ccc(S(=O)(=O)N[C@@H]2CC[C@@H](CCNC(=O)C3CCCCC3)O[C@@H]2CO)cc1	1.3
O=C(Nc1ccc(Cl)c(Cl)c1)N[C@H]1CC[C@H](CCNC(=O)c2ccc(F)cc2)O[C@@H]1CO	-0.4
C/C=C/c1ccc([C@H]2[C@H](CO)N3CCCCN(C(=O)Nc4ccc(F)cc4)C[C@@H]23)cc1	4.4
CCNC(=O)Nc1ccc2c(c1)C(=O)N(C)[C@H]1CC[C@H](CC(=O)Nc3ccccc3)O[C@@H]1CO2	-0.9
COCC(=O)Nc1ccc2c(c1)OC[C@H](C)N(CC1CC1)C[C@@H](C)[C@H](OC)CN(C)C2=O	-1.3
Cc1ccc(S(=O)(=O)N(C)C[C@H]2Oc3ccc(NS(=O)(=O)c4ccc(F)cc4)cc3C(=O)N([C@H](C)CO)C[C@@H]2C)cc1	0.5
C[C@@H]1CN([C@@H](C)CO)C(=O)c2cccc(NC(=O)C3CC3)c2O[C@@H]1CN(C)S(=O)(=O)c1cn(C)cn1	-2.9
CC(C)NC(=O)N[C@H]1C=C[C@@H](CC(=O)NCCN2CCCC2)O[C@H]1CO	-0.1
CN1C(=O)c2cc(NC(=O)c3ccc(C(F)(F)F)cc3)ccc2OC[C@H]2O[C@@H](CC(=O)NC3Cc4ccccc4C3)CC[C@H]21	0.2
CC(=O)N1[C@H](CO)[C@@H](c2ccccc2)[C@H]1CNC(=O)CN1CCOCC1	-0.5
C[C@@H]1CN([C@@H](C)CO)C(=O)Cc2cc(NC(=O)Cc3cn(C)c4ccccc34)ccc2O[C@@H]1CN(C)Cc1ccc(C(F)(F)F)cc1	-3.3
COc1ccccc1NC(=O)N1C[C@@H](C)[C@H](OC)CN(C)C(=O)c2ccc(NC(=O)c3cc(C)on3)cc2OC[C@H]1C	-0.4
O=C(Nc1ccccc1F)N1C[C@H]2[C@@H](c3ccccc31)[C@@H](CO)N2C(=O)c1ccccn1	-4.2
C[C@H](NC(=O)C[C@@H]1C[C@@H]2c3cc(NC(=O)C4CCOCC4)ccc3O[C@@H]2[C@H](CO)O1)c1ccccc1	-1.0
CNC[C@@H]1Oc2ccc(NS(=O)(=O)c3cn(C)cn3)cc2CC(=O)N([C@@H](C)CO)C[C@@H]1C	-3.7
C[C@@H]1CN([C@H](C)CO)C(=O)c2cc(NC(=O)Nc3cccc4ccccc34)ccc2O[C@H]1CN(C)C(=O)NC1CCCCC1	-1.0
C[C@H](CO)N1C[C@H](C)[C@@H](CN(C)Cc2ccc(C(=O)Nc3ccccc3N)cc2)Oc2ccc(NS(=O)(=O)c3ccc(F)cc3)cc2C1=O	-2.0
O=C(C[C@H]1C=C[C@H](NC(=O)c2ccc(F)cc2)[C@H](CO)O1)NCCc1ccncc1	-0.1
CC(C)NC(=O)N(C)C[C@@H]1Oc2ncc(C3=CCCCC3)cc2C(=O)N([C@H](C)CO)C[C@H]1C	-8.1
CC(C)c1cn(CC[C@@H]2CC[C@H](NC(=O)Nc3cc(Cl)cc(Cl)c3)[C@H](CO)O2)nn1	-0.5
CCCC#Cc1ccc2c(c1)O[C@@H](CN(C)C(=O)c1ccccc1F)[C@H](C)CN([C@H](C)CO)S2(=O)=O	-0.7
CC(C)NC(=O)Nc1ccc2c(c1)C(=O)N([C@@H](C)CO)C[C@@H](C)[C@@H](CN(C)S(=O)(=O)c1cn(C)cn1)OCCCC[C@@H](C)O2	-3.0
CCC(=O)N1C[C@@H](O)COC[C@H]2O[C@H](CC(=O)NC)CC[C@@H]21	-2.5
C[C@@H]1CN([C@H](C)CO)S(=O)(=O)c2ccc(-c3ccncc3)cc2O[C@H]1CN(C)Cc1cccnc1	3.8
CCN(C[C@@H]1[C@@H](c2ccccc2)[C@H](CO)N1CC1CCCC1)C(C)=O	-0.3
CCCN(C)C[C@H]1Oc2cc(C#Cc3cccnc3)ccc2S(=O)(=O)N([C@@H](C)CO)C[C@H]1C	-0.4
C[C@H](CO)N1C[C@H](C)[C@H](CN(C)Cc2ccc(Oc3ccccc3)cc2)Oc2ccc(NC(=O)c3ccncc3)cc2C1=O	-1.1
O=C(c1ccccc1F)N1CC[C@H]2[C@H](CO)Nc3ccc(Br)cc3[C@H]21	28
COc1ccc(NC(=O)Nc2ccc3c(c2)C(=O)N([C@@H](C)CO)C[C@@H](C)[C@H](CN(C)S(=O)(=O)c2ccc(C)cc2)OCCCC[C@H](C)O3)cc1	-3.6
CN(C)CCCNC(=O)C[C@@H]1CC[C@H]2[C@H](COc3ccc(NC(=O)c4ccccc4F)cc3C(=O)N2C)O1	-0.8
CN(C)CCCNC(=O)C[C@H]1CC[C@H]2[C@H](COc3ccc(NC(=O)NC4CCCC4)cc3C(=O)N2C)O1	-1.7
O=C(Cc1cccnc1)N[C@@H]1CC[C@@H](CCn2cc(Cc3ccccc3)nn2)O[C@H]1CO	-1.0
C[C@@H]1CN([C@@H](C)CO)C(=O)c2cc(NS(=O)(=O)c3ccc(F)cc3)ccc2O[C@@H](C)CCCCO[C@H]1CN(C)Cc1ccc(C(=O)O)cc1	1.4
CCN1[C@H](C(=O)N2CCN(C)CC2)[C@@H](CO)[C@@H]2Cn3c(ccc(-c4ccccc4)c3=O)[C@@H]21	-0.9
CCC(=O)N1[C@H](CO)[C@@H]2c3ccccc3N(C(=O)c3cnccn3)C[C@@H]21	1.5
C[C@@H]1CN([C@H](C)CO)C(=O)c2cc(C#C[C@@H](C)O)cnc2O[C@H]1CN(C)Cc1ccccn1	0.0
CCCNC(=O)[C@H]1[C@H](CO)[C@H]2Cn3c(ccc(-c4ccccc4F)c3=O)[C@@H]1N2S(C)(=O)=O	-0.6
C[C@@H]1CN([C@H](C)CO)C(=O)c2cc(C#Cc3ccccc3F)cnc2O[C@@H]1CN(C)C(=O)Cc1ccccc1	0.8
COc1ccc(CN(C)C[C@H]2OCCCC[C@@H](C)Oc3ccc(NC(=O)Nc4ccccc4)cc3C(=O)N([C@@H](C)CO)C[C@H]2C)cc1	8.5
C[C@@H]1CN([C@@H](C)CO)C(=O)c2cccc(N(C)C)c2O[C@@H]1CN(C)C(=O)Nc1cccc2ccccc12	-1.8
COc1ccc(CN(C)C[C@@H]2OCCCC[C@@H](C)Oc3ccc(NS(=O)(=O)c4cn(C)cn4)cc3C(=O)N([C@H](C)CO)C[C@H]2C)cc1	-1.5
Further compounds:
SMILES	Mtb BioA inh
COc1cccc(S(=O)(=O)Nc2ccc3c(c2)[C@H]2C[C@@H](CC(=O)O)O[C@H](CO)[C@H]2O3)c1	-0.6
C[C@H]1CN([C@@H](C)CO)C(=O)c2cc(/C=C/c3ccccc3)cnc2O[C@@H]1CN(C)S(=O)(=O)c1ccccc1F	-1.0
C[C@@H]1CN([C@H](C)CO)C(=O)c2cccc(NC(=O)c3ccc(-c4nccs4)cc3)c2O[C@H]1CN(C)Cc1ccncc1	1.7
C[C@H](CO)N1C[C@H](C)[C@H](CN(C)C(=O)Nc2ccccc2)Oc2c(NC(=O)NC3CCCCC3)cccc2C1=O	1.6
C[C@H](CO)N1C[C@H](C)[C@H](CN(C)Cc2ccncc2)Oc2ccc(NC(=O)Nc3ccc(F)cc3)cc2C1=O	-0.8
C[C@@H]1CN([C@@H](C)CO)C(=O)Cc2cc(NC(=O)Nc3ccc(F)cc3)ccc2O[C@H]1CN(C)Cc1ccc(-c2ccccc2)cc1	-3.4
C[C@@H]1CN([C@H](C)CO)S(=O)(=O)c2ccc(-c3cccc(C#N)c3)cc2O[C@@H]1CN(C)C(=O)C1CC1	0.9
CC(=O)N1CCCCN2[C@H](CO)[C@@H](c3ccc(C#Cc4ccccc4F)cc3)[C@@H]2C1	1.2
COc1ccccc1NC(=O)N(C)C[C@H]1OCc2ccccc2-c2ccccc2C(=O)N([C@H](C)CO)C[C@H]1C	-4.1
C[C@H]1CN([C@@H](C)CO)C(=O)c2ccccc2-c2ccccc2CO[C@@H]1CN(C)C(=O)C1CC1	0.3
C[C@H]1CN([C@@H](C)CO)C(=O)Cc2cc(NS(=O)(=O)c3cccs3)ccc2O[C@@H]1CN(C)Cc1ccccc1	0.9
O=C(Nc1ccc2c(c1)[C@@H]1C[C@H](CC(=O)N3CCCCC3)O[C@@H](CO)[C@@H]1O2)C1CCOCC1	-0.6
CCCNC(=O)C[C@@H]1C[C@@H]2c3cc(NC(=O)COC)ccc3O[C@@H]2[C@@H](CO)O1	0.2
C[C@@H]1CN([C@H](C)CO)C(=O)c2c(c3ccccc3n2C)-c2ccccc2CO[C@H]1CN(C)S(=O)(=O)c1ccc(F)cc1	-2.2
C[C@@H]1CN([C@@H](C)CO)C(=O)c2cc(NC(=O)Cc3ccccc3)ccc2O[C@H]1CN(C)Cc1ccc(Cl)c(Cl)c1	-1.2
CO[C@H]1CN(C)C(=O)c2cc(NC(=O)C3CC3)ccc2OC[C@@H](C)N(C(=O)c2ccccc2F)C[C@H]1C	-4.2
CNC[C@H]1OCCCC[C@H](C)Oc2ccc(NS(=O)(=O)c3ccc(C)cc3)cc2C(=O)N([C@@H](C)CO)C[C@@H]1C	-4.1
C[C@H](CO)N1C[C@H](C)[C@@H](CN(C)C(=O)Cc2ccccc2)Oc2cc(C#Cc3ccccc3F)ccc2S1(=O)=O	2.3
CNC[C@H]1Oc2ccc(NC(=O)Nc3c(C)noc3C)cc2C(=O)N([C@@H](C)CO)C[C@H]1C	-0.7
COCC(=O)N(C)C[C@@H]1Oc2ncc(-c3ccc(C)cc3)cc2C(=O)N([C@H](C)CO)C[C@@H]1C	9.1

5 of the compounds above, in markdown.
| molecule | Mtb BioA inh |
| --- | --- |
| COc1ccc(NC(=O)Nc2ccc3c(c2)C(=O)N([C@@H](C)CO)C[C@@H](C)[C@H](CN(C)S(=O)(=O)c2ccc(C)cc2)OCCCC[C@H](C)O3)cc1 | -3.6 |
| CN(C)CCCNC(=O)C[C@@H]1CC[C@H]2[C@H](COc3ccc(NC(=O)c4ccccc4F)cc3C(=O)N2C)O1 | -0.8 |
| CN(C)CCCNC(=O)C[C@H]1CC[C@H]2[C@H](COc3ccc(NC(=O)NC4CCCC4)cc3C(=O)N2C)O1 | -1.7 |
| O=C(Cc1cccnc1)N[C@@H]1CC[C@@H](CCn2cc(Cc3ccccc3)nn2)O[C@H]1CO | -1.0 |
| C[C@@H]1CN([C@@H](C)CO)C(=O)c2cc(NS(=O)(=O)c3ccc(F)cc3)ccc2O[C@@H](C)CCCCO[C@H]1CN(C)Cc1ccc(C(=O)O)cc1 | 1.4 |

Following part
SMILES	Mtb BioA inh
Cc1noc(C)c1NC(=O)Nc1ccc2c(c1)C(=O)N([C@H](C)CO)C[C@H](C)[C@@H](CN(C)Cc1ccncc1)OCCCC[C@@H](C)O2	1.4
COc1ccc(S(=O)(=O)N(C)C[C@H]2Oc3ncc(/C=C/c4ccccc4)cc3C(=O)N([C@H](C)CO)C[C@@H]2C)cc1	-0.9
O=C(CN1CCOCC1)N[C@@H]1CC[C@@H](CCNC(=O)C2CCC2)O[C@H]1CO	-1.4
CO[C@H](CN(C)C(=O)c1cnccn1)[C@H](C)CN([C@H](C)CO)S(=O)(=O)c1ccccc1	0.3
CC(C)NC(=O)N(C)C[C@H]1Oc2ccc(NS(C)(=O)=O)cc2C(=O)N([C@@H](C)CO)C[C@H]1C	-2.6
C[C@@H]1CCCCO[C@@H](CN(C)Cc2ccc3c(c2)OCO3)[C@@H](C)CN([C@@H](C)CO)C(=O)c2cc(NC(=O)NC3CCCCC3)ccc2O1	5.5
Cc1noc(C)c1NC(=O)N[C@H]1CC[C@H](CCNC(=O)C2CC2)O[C@@H]1CO	1.4
CC(C)C#Cc1ccc2c(c1)O[C@@H](CN(C)C(=O)CN(C)C)[C@@H](C)CN([C@H](C)CO)S2(=O)=O	-1.3
CC(C)C(=O)Nc1ccc2c(c1)C(=O)N(C)[C@@H]1CC[C@@H](CC(=O)NCc3ccccc3)O[C@@H]1CO2	-6.2
CN1C(=O)c2cc(NC(=O)c3ccc(C(F)(F)F)cc3)ccc2OC[C@H]2O[C@H](CC(=O)O)CC[C@H]21	-2.0
O=C(C[C@H]1CC[C@@H](NC(=O)C2CCOCC2)[C@@H](CO)O1)NCC1CCCCC1	0.5
O=C(C[C@@H]1CC[C@H]2[C@@H](COC[C@H](O)CN2CCC(F)(F)F)O1)NCC1CCCCC1	0.1

Reprinted at random: 4 entries already listed
SMILES	Mtb BioA inh
CC(C)NC(=O)N[C@H]1C=C[C@@H](CC(=O)NCCN2CCCC2)O[C@H]1CO	-0.1
C[C@@H]1CN([C@H](C)CO)C(=O)c2cc(C#Cc3ccccc3F)cnc2O[C@@H]1CN(C)C(=O)Cc1ccccc1	0.8
C[C@H](CO)N1C[C@H](C)[C@@H](CN(C)Cc2ccc(C(=O)Nc3ccccc3N)cc2)Oc2ccc(NS(=O)(=O)c3ccc(F)cc3)cc2C1=O	-2.0
O=C(Cc1cccnc1)N[C@@H]1CC[C@@H](CCn2cc(Cc3ccccc3)nn2)O[C@H]1CO	-1.0

An excerpt; the hit share may differ from the screen's.
